# RGS8-Gao: human RGS8-Galphao interaction regulation; P09471; multiplexed bead flow cytometry, RGS8-Galphao binding; actives lie on both sides; response (percent of control binding), % at 10 µM; actives 0.34% (n = 220,000); in the data active = response below about 60% or above about 140%; inactive = in between;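 note: Galphao activated as the GDP aluminium fluoride complex binding bead-coupled RGS8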
# Target sequence (P09471 whole entry, looked up): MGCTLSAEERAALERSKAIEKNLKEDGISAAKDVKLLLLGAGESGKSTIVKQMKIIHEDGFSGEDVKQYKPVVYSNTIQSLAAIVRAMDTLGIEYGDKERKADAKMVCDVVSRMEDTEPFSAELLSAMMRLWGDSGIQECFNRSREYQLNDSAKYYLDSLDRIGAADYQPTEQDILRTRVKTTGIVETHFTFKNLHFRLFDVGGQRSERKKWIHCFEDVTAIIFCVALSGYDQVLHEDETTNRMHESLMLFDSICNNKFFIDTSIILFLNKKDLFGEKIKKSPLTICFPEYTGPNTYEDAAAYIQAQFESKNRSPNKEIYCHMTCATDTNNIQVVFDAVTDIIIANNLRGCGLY
# RGS7-Gao: regulators of human RGS7-Galphao interaction; P09471; Multiplexed bead flow cytometry, RGS7-Galphao binding; actives lie on both sides; binding response (% of control), % at 10 µM; actives 0.35% (n = 220,000); in the data active = binding response below about 49% or above about 150%; inconclusive = no clear call, values can overlap the other calls; inactive = in between;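 note: fluorescent Galphao held in activated GDP-AlF4 state binding bead-coupled RGS7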
# RGS4-Gao reg: modulates binding of RGS4 to human Galphao; Multiplexed bead flow cytometry; actives lie on both sides; actives 0.33% (n = 220,000); binding response (% of control), % at 10 µM; P09471; AID 1415; in the data active = binding response below about 49% or above about 150%; inactive = in between;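 note: fluorescent Galphao activated with aluminum fluoride binding bead-coupled RGS4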
# * marks the source's active call; other numbers are inactive results; ? = inconclusive; / = not tested or not shown. Not all compounds are listed; rates above refer to the full screens.
1. O=C(NCc1ccco1)Nc1ccc(OC(F)(F)F)cc1
2. Cc1ccc(-c2[nH]ncc2/C=N/n2c(C)nc3ccccc3c2=O)cc1
3. Cc1ccc(C(CC(=O)NCCCN(C)C)c2ccc(OC(C)C)cc2)cc1 (stereo not drawn)
4. COc1ccc(-c2cc3cc(OC)c(OC)cc3c(C)n2)cc1
5. CC1(C)N=C(N)N=C(N)N1c1ccc(OCCCOc2ccccc2)c(Cl)c1
6. COc1ccc(C2CC(c3ccc(OC)c(OC)c3)=NN2S(C)(=O)=O)cc1 (stereo not drawn)
7. Cc1ccc(-c2c[n+](CC(=O)Nc3ccccc3)c3n2CCC3)cc1
8. CC1(C)CC(=O)C(C2C3=C(CC(C)(C)CC3=O)OC3=C2C(=O)CC(C)(C)C3)=C(O)C1
Screen / compound no.	1	2	3	4	5	6	7	8
RGS8-Gao	101	100	89	94	103	101	101	99
RGS7-Gao	?	?	?	?	?	?	?	?
RGS4-Gao reg	100	101	77	93	107	95	107	99

9. COc1cc(-c2[nH]ncc2CN2CCN(c3cccc(C)n3)CC2)cc(OC)c1OC
10. COC(=O)CCC(=O)OC1(C)C(=O)C=C2C=C(C3CC3)N(CCCOC(C)C)C=C2C1=O (stereo not drawn)
11. Cc1ccc(C)n1-c1cccc(C(=O)Nc2ccccc2)c1
12. CC#CCN1c2ccccc2[C@]23C[C@@H](C(=O)OC)N=C2NC(C(=O)OC)=C(C(=O)OC)[C@H]13
13. Cc1cc(SCC(=O)NN)c2cc(Br)ccc2n1
14. C/C(=N\NC(=S)Nc1ccccc1)C1Cc2ccccc2C(=O)O1 (stereo not drawn)
15. Cc1ccc(C(=O)OCC(=O)Nc2c(Cl)cc(S(N)(=O)=O)cc2Cl)o1
16. CC1CCN(C2CC(=O)N(c3ccc(Br)cc3Br)C2=O)CC1 (stereo not drawn)
Screen / compound no.	9	10	11	12	13	14	15	16
RGS8-Gao	101	105	103	104	98	102	94	103
RGS7-Gao	?	?	?	?	?	?	?	?
RGS4-Gao reg	99	102	104	101	96	100	92	105

17. Cc1cc(NC(=O)c2ccc(Cl)c([N+](=O)[O-])c2)no1
18. Nn1c(C2COc3ccccc3O2)n[nH]c1=S (stereo not drawn)
19. CC(C)(C)OC(=O)NCCCCCc1nnc(SCc2ccc(F)cc2)o1
20. O=C(Cn1cccc(C(F)(F)F)c1=O)c1ccc(Cl)cc1
21. Cc1ccc(CN2CCN(CC(=O)N/N=C/c3ccccc3F)CC2)cc1
22. C/C(=N\Nc1ccc2nncn2n1)c1cccs1
23. Nc1c2nc(-c3ccccc3)[nH]c(=O)c2nc(=O)n1-c1ccccc1
24. COC(=O)c1sc(-c2ccc(Cl)cc2)cc1NC(=O)/C=C/C(=O)O
Screen / compound no.	17	18	19	20	21	22	23	24
RGS8-Gao	100	78	104	102	102	103	99	97
RGS7-Gao	?	?	?	?	?	?	?	?
RGS4-Gao reg	102	91	106	98	99	104	96	95

25. O=C(NC(=O)c1c(F)cccc1F)O/N=C1\CCCc2occc21
26. Cc1cc(O)c(C(C)C)cc1NC(=O)Nc1cccc2ccccc12
27. CCCOc1ccc(C(=O)NC(=S)NNC(=O)c2c(-c3ccccc3)noc2C)cc1
28. COc1ccc(CCNC(=O)C2CC3Cn4c(nc5cc6ccccc6cc54)C3N2C)cc1 (stereo not drawn)
29. Cc1ccccc1SCC(=O)Nc1cc(S(=O)(=O)N2CCOCC2)ccc1N1CCOCC1
30. CC1=NOC(=O)/C1=C\c1ccccc1
31. CNC1(c2nnnn2-c2ccccc2C)CCOC(C)(C)C1 (stereo not drawn)
32. CNC(=O)c1c(NC(=O)c2cc(-c3cc(C)c(C)cc3O)n[nH]2)sc2c1CCCC2
Screen / compound no.	25	26	27	28	29	30	31	32
RGS8-Gao	103	130	99	98	92	99	100	98
RGS7-Gao	?	?	?	?	?	?	?	?
RGS4-Gao reg	108	144	99	97	88	105	92	98

33. O=C(CSc1nnc2ccccn12)NNC(=O)c1ccc([N+](=O)[O-])cc1
34. NC(=O)c1ccc2c(=O)n3c(-c4cc(Cl)c(N)c(Cl)c4)csc3nc2c1
35. Nc1nccc(/C=C/c2ccc(Cl)cc2)n1
36. O=C(O)Cc1sc(Nc2ccccc2)nc1-c1cccs1
37. Cc1cc(C)c(NC(=S)N(C)C)cc1C
38. O=C(Cn1nc(C(=O)O)c2ccccc2c1=O)Nc1nc(-c2ccccc2)cs1
39. Cc1cc(C)c2c(=O)n(CC(=O)Nc3cccc(Cl)c3C)sc2n1
40. CCc1ccc(S(=O)(=O)NCc2ccc(N3CCN(C)CC3)cc2)cc1
Screen / compound no.	33	34	35	36	37	38	39	40
RGS8-Gao	96	103	99	102	91	99	73	101
RGS7-Gao	?	?	?	?	?	?	?	?
RGS4-Gao reg	98	104	98	101	88	101	96	100

41. COc1cc(OC)c2c(-c3ccccc3)cc(=O)oc2c1C(CCN1CCCCC1)c1ccc2c(c1)OCO2 (stereo not drawn)
42. CS(=O)(=O)c1[nH]nc(-c2ccccc2Cl)c1C#N
43. CC(C)(C)c1ccc(C(=O)NNc2cc(Cl)cc(Cl)c2)cc1
44. O=C(Nc1cc(C(F)(F)F)ccc1Cl)C(Sc1ccccn1)c1ccccc1 (stereo not drawn)
45. CC(C)(O)CNC(=O)Nc1ccc(Cl)c(Cl)c1
46. O=C(NCCc1nc2ccccc2[nH]1)/C(=C/c1ccc(F)cc1)NC(=O)c1ccco1
47. O=C(OCc1nc2ccccc2[n+]([O-])c1C(=O)c1ccccc1)c1ccco1
48. C=CCNC(=S)N1CCN(c2ccccc2Cl)CC1
Screen / compound no.	41	42	43	44	45	46	47	48
RGS8-Gao	105	104	100	100	101	107	101	99
RGS7-Gao	?	?	?	?	?	?	?	?
RGS4-Gao reg	99	98	105	102	89	97	99	99

49. CCOC(=O)c1cnc(COc2ccc(OC)cc2)[nH]c1=O
50. CC(C)CC(=O)NC(=S)Nc1ccccc1N1CCCC1
51. COc1ccc(-c2c(C(F)(F)F)nn(C)c2NC(C)=O)cc1
52. COc1ccc(C2c3c(noc3C)CC(C)(O)C2C(C)=O)cc1 (stereo not drawn)
53. Cc1onc(-c2ccccc2)c1C(=O)NNC(=S)NC(=O)c1ccc2c(c1)OCO2
54. Cc1ccc(S(=O)(=O)c2c[nH]c3cc4c(cc3c2=O)OCO4)cc1
55. COc1ccc(/C=C(\C)c2nc(C)c(-c3ccccc3)c(=O)[nH]2)cc1
56. Cc1c(C(=O)/C=C/N(C)C)nnn1-c1ccc(F)c(Cl)c1
Screen / compound no.	49	50	51	52	53	54	55	56
RGS8-Gao	99	92	101	100	101	99	106	103
RGS7-Gao	?	/	?	?	?	?	?	?
RGS4-Gao reg	96	89	96	99	107	103	109	108

57. COC(=O)[C@@H](NC(=O)NCCC1=CCCCC1)C(C)C
58. COc1ccc(-c2cc3ccccc3s2)cc1[C@H]1[C@H]2C=CC[C@@H](C)[C@@H]2C(=O)N1Cc1ccccc1
59. Cc1ccc(NCC(O)C(O)C(O)CO)c(N=Nc2ccccc2)c1C (stereo not drawn)
60. COc1ccccc1-c1nnc(SCC(=O)Nc2ccc(S(N)(=O)=O)cc2)n1N
61. O=C(O)c1ccccc1N=Cc1c(O)n(-c2nccs2)c(=O)c2ccccc12
62. CN(C(=O)CSc1nnc(-c2ccncc2)n1-c1ccccc1)C1CCS(=O)(=O)C1 (stereo not drawn)
63. COc1ccc(CCN2CC(C(=O)NCc3ccc(F)cc3)CC2=O)cc1OC (stereo not drawn)
64. Cc1nc(CCNC(=O)CC2C(=O)NCCN2Cc2ccccc2F)sc1C (stereo not drawn)
Screen / compound no.	57	58	59	60	61	62	63	64
RGS8-Gao	100	96	101	96	100	86	102	99
RGS7-Gao	/	?	?	?	?	?	?	?
RGS4-Gao reg	94	93	108	96	99	99	105	98

65. CCCS(=O)(=O)NCCc1csc(-c2ccc(OC)c(OC)c2)n1
66. COC(=O)c1c(C(=O)OC)c2n(c1C)CCS2
67. Cc1nn2c(NCCOCCO)c3c(nc2c1-c1ccccc1)CCC3
68. CCCOc1ccc2nc(C)c(CCC)c(SC(=N)N)c2c1
69. COCCCNC(=O)CN1C(=O)/C(=C/c2ccccc2)Sc2ccccc21
70. Cc1cccc(N2C(=O)C(O)=C(C(=O)c3cccs3)C2c2ccc(Cl)cc2)n1 (stereo not drawn)
71. CCOC(=O)c1c(C)[nH]c(C(=O)COC(=O)c2ccc(O)cc2)c1C
72. Cc1nc(-c2nc(CC(=O)NNC(=O)c3ccc(Cl)cc3)cs2)cs1
Screen / compound no.	65	66	67	68	69	70	71	72
RGS8-Gao	103	98	99	98	102	99	103	101
RGS7-Gao	/	?	?	?	?	?	?	?
RGS4-Gao reg	103	96	99	102	99	97	105	104

73. COC(=O)N1C/C=C\C(c2ccc(OC)cc2)N(Cc2ccc(F)cc2)C(=O)C1 (stereo not drawn)
74. S=c1[nH]nc(-c2cc(-c3ccccc3)n[nH]2)n1/N=C/C=C/c1ccccc1
75. C/C(Cn1nnc([N+](=O)[O-])n1)=N\NC(=O)c1ccc(O)cc1
76. Cn1c2ccccc2c2cc(/C=C(\NC(=O)c3ccccc3)C(=O)NCC(=O)O)ccc21
77. CC(=O)NNC(=O)CN1C(=O)/C(=C/c2ccccc2)SC1=S
78. Cc1ccc(-c2cn(-c3ccc(OC(F)F)cc3)c3[n+]2CCCCC3)cc1
79. O=[N+]([O-])c1cccnc1Oc1ccc(C2SCCS2)cc1
80. CCn1c(=NC(=O)COc2ccccc2)sc2cccc(F)c21
Screen / compound no.	73	74	75	76	77	78	79	80
RGS8-Gao	103	99	98	91	101	101	100	99
RGS7-Gao	?	?	?	?	?	?	?	?
RGS4-Gao reg	100	100	100	91	98	103	99	99

81. CCOC(=O)N1CCN(c2c(NCc3ccccc3Cl)c(=O)c2=O)CC1
82. Cn1cc(CN2CCC(CO)(CCCc3ccccc3)CC2)c(-c2ccccc2)n1
83. COc1ccc(NC(=O)N[C@@H](Cc2ccccc2)C(=O)NN)cc1
84. O=C(c1ccc2c(c1)OCO2)N1CCC2(CC1)Oc1ccc(F)cc1C(=O)C21CC(c2ccccc2)=NO1 (stereo not drawn)
85. COC(=O)/C=C1\N/C(=N\c2nc(C)cc(C)n2)N(c2ccccc2)C1=O
86. O=C(Nc1nccs1)c1cc(Cl)nc2ccccc12
87. Nc1ccc(Cl)c[n+]1Cc1cccc2cccnc12
88. CCOC(=O)C(=CNc1ccc(Oc2cncc(Cl)c2)nc1)C(=O)OCC
Screen / compound no.	81	82	83	84	85	86	87	88
RGS8-Gao	104	101	100	97	103	101	103	100
RGS7-Gao	?	?	?	?	?	?	?	?
RGS4-Gao reg	100	99	98	94	101	103	102	101

# Records 79 through 85 of the list above:
79. O=[N+]([O-])c1cccnc1Oc1ccc(C2SCCS2)cc1
80. CCn1c(=NC(=O)COc2ccccc2)sc2cccc(F)c21
81. CCOC(=O)N1CCN(c2c(NCc3ccccc3Cl)c(=O)c2=O)CC1
82. Cn1cc(CN2CCC(CO)(CCCc3ccccc3)CC2)c(-c2ccccc2)n1
83. COc1ccc(NC(=O)N[C@@H](Cc2ccccc2)C(=O)NN)cc1
84. O=C(c1ccc2c(c1)OCO2)N1CCC2(CC1)Oc1ccc(F)cc1C(=O)C21CC(c2ccccc2)=NO1 (stereo not drawn)
85. COC(=O)/C=C1\N/C(=N\c2nc(C)cc(C)n2)N(c2ccccc2)C1=O
Screen / compound no.	79	80	81	82	83	84	85
RGS8-Gao	100	99	104	101	100	97	103
RGS7-Gao	?	?	?	?	?	?	?
RGS4-Gao reg	99	99	100	99	98	94	101

# Grouped by structure, those above with a CF3 group.
1. O=C(NCc1ccco1)Nc1ccc(OC(F)(F)F)cc1
20. O=C(Cn1cccc(C(F)(F)F)c1=O)c1ccc(Cl)cc1
44. O=C(Nc1cc(C(F)(F)F)ccc1Cl)C(Sc1ccccn1)c1ccccc1 (stereo not drawn)
51. COc1ccc(-c2c(C(F)(F)F)nn(C)c2NC(C)=O)cc1
Screen / compound no.	1	20	44	51
RGS8-Gao	101	102	100	101
RGS7-Gao	?	?	?	?
RGS4-Gao reg	100	98	102	96

# Further structures follow.
89. O=C(Nc1cc(F)ccc1F)N1CCN(c2ccnc3cc(Cl)ccc23)CC1
90. COc1ccc(CC(=O)N/N=C/c2ccc(-c3cccc(C(=O)O)c3)o2)cc1OC
91. O=C(Nc1cnn(Cc2ccc(F)cc2)c1)c1cnn2c(C(F)F)cc(-c3ccccc3)nc12
92. Cc1cc(OCC(=O)N(C)c2ccccc2)cc2c1C(=O)CC(C)(C)O2
93. CC12CCC(C(=O)Nc3cccc(Cl)c3Cl)([C@H](Br)C1=O)C2(C)C (stereo partly drawn)
94. CCCN1CCC(=O)N([C@H](CSc2ccc(OC)cc2)CC(C)C)CC1
95. COC(=O)c1cc(NS(=O)(=O)c2ccc(NC(C)=O)cc2)ccc1Cl
Screen / compound no.	89	90	91	92	93	94	95
RGS8-Gao	101	102	94	101	100	100	105
RGS7-Gao	?	?	?	?	?	?	?
RGS4-Gao reg	102	100	83	106	99	96	108
